# EPAC1 agonist = agonists of human EPAC1; EPAC1 agonist qHTS, biochemical assay; response scale: 100% = response to 6.5 mM cAMP; actives 0.073% (n = 360,000); Potency, µM (series often up to 154 µM), for the others: top-dose activation, usual class: activators; further: potency means the concentration at half of the fitted maximal effect; nearly all actives have a fitted effect of over 60% in size
#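 Compounds were pinned as a concentration titration into mixtures of EPAC1 (100 nM), BODIPY-GDP-loaded Rap1B (250 nM) and GDP (50 uM). After 5 min at room temperature, fluorescence was followed for 30 min; activity was scaled to 6.5 mM cAMP.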
# IL-2 act = activates IL-2 in a cell-based reporter assay; IL-2 activation reporter assay, cell-based qHTS; stimulated with anti-CD3/CD4/CD28 beads; in transgenic mouse T cells; activation, % (series mostly up to about 46 µM); actives 0.065% (n = 360,000); in the data active means activation above about 50%; inconclusive means mostly about 30% to 49%; further: 0% is about no effect
#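 Quantitative HTS in unstimulated transgenic mouse T cells, with memory T cells as non-tolerant control and PMA/ionomycin as tolerance-bypass control. Compound pretreatment lasted 60 minutes before 18 h bead stimulation; EGFP/DsRed fluorescence read.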
# WRN inhibitor = inhibitors of human WRN helicase; WRN helicase unwinding, fluorescent forked duplex, kinetic; Potency, µM (doses to about 114 µM), for the others: at the top dose activity change, negative = inhibition, hits mostly inhibitors; actives 0.46% (n = 360,000); AID 651768; further: potency means the concentration at half of the fitted maximal effect; on the % scale 0 is the no-effect control and ±100 the full control effect; nearly all actives have a fitted effect of over 55% in size
#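 Fluorescence dequenching readout, ex 525 nm/em 598 nm, kinetic mode: forked duplex DNA (100 nM final) with adjacent fluorophore and quencher unwound by WRN (20 nM final) with 2 mM ATP. Compound preincubation 15 min, room temperature.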
# CCT chaperon mod = modulators of cytosolic chaperonin (CCT/TRiC) activity | purified chaperonin ATPase assay, HTRF ADP detection, 30 min | activity change, % (concentration not given with the values), hits read low | actives 0.3% (n = 360,000); in the data active means activity change below about -30%; further: on the % scale 0 is the no-effect control and ±100 the full control effect
#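 Enzyme 40 or 20 nM (batch-dependent) in Tris pH 7.4/KCl/MgCl2/DTT; cpd 76 uM single point; ATP 10 uM; 30 min 37 °C; Transcreener ADP HTRF detection, 30 min RT; ratio 665/615.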
# EPAC2 agonist = agonists of human EPAC2 (RAPGEF4) | EPAC2 activation, biochemical qHTS; response scale: 100% = 6.5 mM cAMP response | Potency, µM (series often up to 154 µM), inactives show at the top dose activation, usual class: activators | actives 0.079% (n = 360,000) | AID 720711; further: potency means the concentration at half of the fitted maximal effect; nearly all actives have a fitted effect of over 50% in size
#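 Each well held 100 nM EPAC2, 250 nM RAP1B-BODIPY-GDP and 50 uM GDP. Fluorescence, read at 5-min intervals to 30 min, was referenced to a 6.5 mM cAMP positive control.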
# PLK1 PBD block = inhibitors of human PLK1 polo-box domain binding; P53350; Plk1 PBD binding of FITC phosphopeptide, fluorescence polarization; Potency, µM, inactives show max response, negative = inhibition, hits mostly inhibitors; actives 2.8% (n = 360,000); further: potency means the concentration at half of the fitted maximal effect; series mostly up to about 57 µM; on the % scale 0 is the no-effect control and ±100 the full control effect; nearly all actives have a fitted effect of over 65% in size
# Target sequence (P53350 whole entry, looked up, the tested form may be a part): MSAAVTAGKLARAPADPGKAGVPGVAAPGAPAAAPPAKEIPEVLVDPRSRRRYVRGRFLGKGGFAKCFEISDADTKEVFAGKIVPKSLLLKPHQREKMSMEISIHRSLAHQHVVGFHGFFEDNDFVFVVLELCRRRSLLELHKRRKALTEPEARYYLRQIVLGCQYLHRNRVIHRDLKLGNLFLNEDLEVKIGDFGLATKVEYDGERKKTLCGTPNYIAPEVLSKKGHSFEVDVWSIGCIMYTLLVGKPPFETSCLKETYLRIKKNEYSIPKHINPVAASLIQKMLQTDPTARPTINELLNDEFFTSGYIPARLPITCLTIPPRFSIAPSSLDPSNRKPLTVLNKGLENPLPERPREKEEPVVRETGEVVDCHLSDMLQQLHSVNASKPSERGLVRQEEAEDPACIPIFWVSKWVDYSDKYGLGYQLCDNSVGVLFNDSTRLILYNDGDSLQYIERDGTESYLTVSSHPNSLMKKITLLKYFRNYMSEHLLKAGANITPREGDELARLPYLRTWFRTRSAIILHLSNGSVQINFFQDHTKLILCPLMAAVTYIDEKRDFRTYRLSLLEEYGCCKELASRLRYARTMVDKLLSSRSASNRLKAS
# PI5P4K alpha inh = blocks human PI5P4K alpha kinase activity | P48426 | PI5P4Kalpha enzyme, ADP-Glo luminescence, 60 min; hits give low values | max response, % | actives 1.2% (n = 330,000) | AID 652105; active means max response of -50% or lower; inconclusive means between -30% and -50%; inactive means -30% or higher; further: value at the top dose of about 77 µM; on the % scale 0 is the no-effect control and ±100 the full control effect
# Target sequence (P48426 whole entry, looked up): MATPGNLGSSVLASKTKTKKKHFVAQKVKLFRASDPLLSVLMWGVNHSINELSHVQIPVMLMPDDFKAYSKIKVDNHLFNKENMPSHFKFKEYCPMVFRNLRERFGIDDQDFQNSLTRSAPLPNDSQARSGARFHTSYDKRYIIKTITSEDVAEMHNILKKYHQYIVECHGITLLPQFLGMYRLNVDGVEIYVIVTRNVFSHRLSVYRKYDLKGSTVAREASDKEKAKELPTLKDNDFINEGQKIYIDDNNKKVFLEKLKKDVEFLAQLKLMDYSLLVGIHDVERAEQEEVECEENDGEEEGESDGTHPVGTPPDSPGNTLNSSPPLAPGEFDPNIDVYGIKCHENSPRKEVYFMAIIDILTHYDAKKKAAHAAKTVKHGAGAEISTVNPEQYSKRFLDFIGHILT
#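 qHTS, 1536-well: enzyme/substrate mix, compound by pin tool, 5 microM ATP final; RT 60 min; ADP-Glo reagents 1 (45 min) then 2 (30 min); luminescence.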
# EPAC1 antag = blocks human EPAC1 exchange factor | actives 0.14% (n = 360,000) | O95398 | EPAC1 GEF assay, Rap1b-BODIPY-GDP exchange fluorescence | AID 720709 | Potency, µM (doses to about 115 µM), for inactives: at the top dose activity change, negative = inhibition, actives largely listed as inhibitors;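 further: potency means the concentration at half of the fitted maximal effect; plate controls were vehicle for no effect and positive control for full effect; nearly all actives have a fitted effect of over 50% in size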
# An asterisk follows results filed as active; ? = inconclusive; / = not tested or not shown; [ ] = dose if it differs, or a comment. Unless noted, the call rests on the fitted dose curve; in most records, active means well fitted curve in the direction sought with a large enough effect; inconclusive means small, poorly fitted or top-dose-only effect, or another doubt; inactive means no such curve, though single readings can be large; an effect the other way counts as inactive or inconclusive. This is a subset (hit frequency here may not be typical).
SMILES,EPAC1 agonist,IL-2 act,WRN inhibitor,CCT chaperon mod,EPAC2 agonist,PLK1 PBD block,PI5P4K alpha inh,EPAC1 antag
Nc1c(C(=O)O)sc2nc3c(cc12)CCCC3,4%,1.7,1%,-2.3,13%,-13%,-16,-6%
COC(=O)C1=C(C)N(Cc2ccccc2)C(=S)N[C@H]1c1ccccc1,-7%,-0.1,-12%,0.2,8%,3%,3,-3%
CSc1ccc(CN(C)Cc2nc3cc(C(F)(F)F)ccc3c(=O)[nH]2)cc1,-6%,-3.9,-5%,-2.7,2%,-1%,14,?
CCCN(C(=O)c1cc(-c2ccco2)nc2ccccc12)c1c(N)n(Cc2ccccc2)c(=O)[nH]c1=O,-2%,-4.4,?,-3.7,2%,-29%,-59*,?
O=Cc1cn(-c2ccccc2)nc1-c1ccc2c(c1)OCCO2,9%,1.3,-4%,-2.8,21%,-7%,-8,8%
COCCNC(=O)C1Cc2c(-c3ccc(NC(C)=O)cc3)ccnc2O1 (stereo not given),-4%,0.3,0%,-0.8,15%,-3%,-66*,-2%
O=C(CC1Sc2ccccc2NC1=O)Nc1cccc(-c2nnc3n2CCCCC3)c1 (stereo not given),-3%,0.9,-14%,0.7,-6%,-18%,-8,10%
Cc1c(CCC(=O)NCCCCCC(=O)O)c(=O)oc2cc3occ(-c4ccccc4)c3cc12,0%,10,?,0.6,-2%,-2%,-8,-5%
O=C(NCCN1Cc2ccccc2C1=O)c1cccs1,9%,0.9,1%,0.5,3%,?,10,-8%
CC1COc2c3ccccc3nn21 (stereo not given),7%,-0.6,-4%,-0.7,4%,-9%,3,6%
CN(C(=O)c1cc(Cl)c2c(c1)OCCO2)c1c(N)n(Cc2ccccc2)c(=O)[nH]c1=O,4%,3.9,9%,1.1,8%,-1%,-2,4%
CCC(Sc1ncccc1C(=O)OC(C)C)C(=O)N1CCOCC1 (stereo not given),4%,-0.7,7%,-1.3,0%,-4%,/,6%
CCO[C@@H]1OC(C(=O)N2CCN(C)CC2)=C[C@H](C(C)(C)C)[C@H]1CCCO,-8%,0.0,10%,-0.7,3%,-17%,-1,-11%
O=C(NC(Cc1c[nH]c2ccccc12)C(=O)N1CCOCC1)c1cccs1 (stereo not given),1%,0.2,14%,-3.6,9%,-16%,-5,3%
CC1Nc2nc(NC(=O)C(C)(C)C)[nH]c(=O)c2N(C)C1C (stereo not given),-2%,1.2,-4%[57.1 µM],0.2,-4%,10%,-3,31%[activator]
CCCC/C(C)=N\NC(=O)CNS(=O)(=O)c1ccc([N+](=O)[O-])cc1,0%,1.2,-6%,-5.0,1%,-3%,2,0%
COc1cc(C2C(C#N)=C(N)Oc3cc(C)oc(=O)c32)cc(OC)c1OC (stereo not given),-3%,-0.1,8%,0.9,6%,-2%,3,6%
COCc1cc(C)nc(OCC(=O)N/N=C/c2ccc(C)cc2)c1C#N,-11%,-0.6,1%,-0.2,0%,1%,1,-4%
CCCN1Cc2cccc(C(=O)NC3CCCC3)c2C1=O,1%,0.7,1%,-2.9,5%,-26%,-3,-9%
CCCCCCn1nc(C(=O)OCC(=O)NC2CCS(=O)(=O)C2)c2ccccc2c1=O (stereo not given),1%,3.6,6%,-0.7,-5%,?,-1,-16%

# Structural class, the entries above containing a thiophene ring, fused or not.
SMILES,EPAC1 agonist,IL-2 act,WRN inhibitor,CCT chaperon mod,EPAC2 agonist,PLK1 PBD block,PI5P4K alpha inh,EPAC1 antag
Nc1c(C(=O)O)sc2nc3c(cc12)CCCC3,4%,1.7,1%,-2.3,13%,-13%,-16,-6%
O=C(NCCN1Cc2ccccc2C1=O)c1cccs1,9%,0.9,1%,0.5,3%,?,10,-8%
O=C(NC(Cc1c[nH]c2ccccc12)C(=O)N1CCOCC1)c1cccs1 (stereo not given),1%,0.2,14%,-3.6,9%,-16%,-5,3%

# Next part
SMILES,EPAC1 agonist,IL-2 act,WRN inhibitor,CCT chaperon mod,EPAC2 agonist,PLK1 PBD block,PI5P4K alpha inh,EPAC1 antag
COC(=O)N1C(=O)[C@@](c2ccccc2)(C2CCCC2)N1C(=O)OC,2%,-0.5,-10%,-0.1,8%,?,-8,-25%
O=C1CCN(C(=S)NCc2ccccc2)CC1,3%,-3.5,-11%,-1.0,-3%,-13%,9,-5%
O=C(OCCN1C(=O)c2ccccc2C1=O)c1cnccn1,5%,0.5,2%,-1.7,6%,-1%,/,0%
Cc1cccc(/C=N/NC(=O)c2cc(-c3cccnc3)nc3c2c(C)nn3-c2ccccc2)c1,-6%,1.6,-5%,1.0,-8%,-1%,-2,-14%
Cc1ccccc1S(=O)(=O)N(CC(O)CN1CCCCC1)c1ccccc1 (stereo not given),9%,-0.4,0%,0.3,4%,-5%,-2,1%
CCCNC(=O)c1cc2cc([N+](=O)[O-])ccc2s1,-10%,-2.0,-3%,-3.2,5%,5%,2,-4%
CCCCOc1ccc(/C=C/C(=O)NCCc2nc3ccccc3[nH]2)cc1,11%,-3.7,-1%,-1.8,14%,1%,/,0%
Cc1ccccc1NC(=O)C1CCCN1S(=O)(=O)c1cccc2cccnc12 (stereo not given),-25%,0.5,2%,-10,6%,-3%,7,-3%
CCC(C)n1c(SCc2ccc([N+](=O)[O-])cc2)nc2ccsc2c1=O (stereo not given),0%,-3.6,-2%,1.8,11%,-5%,1,-6%
COc1cc(C(=O)Nc2cc(S(=O)(=O)N3CCOCC3)ccc2N2CCOCC2)ccc1OC(F)F,13%,1.7,-11%,-3.8,4%,-7%,1,-28%
COc1ccccc1OCCN(C#N)c1nc(N(C)C)nc(N(C)C)n1,9%,-1.2,-8%,-15,9%,-8%,5,-9%
CCOC(=O)C1=C(C)NC(C)=C(C(=O)OCC)C1C(=O)OCC(=O)N(C)C,-7%,-0.7,4%,-0.6,4%,6%,1,3%
CC1CCN(C(=O)Cn2cc(C(=O)c3ccco3)c3ccccc32)CC1,-6%,0.0,11%,3.3,1%,-5%,1,16%
COc1cc(OC)c2ccc(=O)oc2c1C(CC(=O)N1CCCC1)c1ccc2c(c1)OCO2 (stereo not given),4%,-0.2,-32%,2.0,-1%,-15%,?,1%
Cc1cc(C)c2cc(C#N)c(N3CCCN(C(=O)c4cnccn4)CC3)nc2c1,-2%,-0.6,21%,1.4,1%,-3%,2,12%
Cc1cccc(NC(=O)Nc2nnc([C@H]3C[C@H](O)[C@@H](CO)O3)s2)c1,7%,1.6,-4%,-0.8,3%,-7%,-17,15%
CCCNC(=O)CNC(=S)N(Cc1ccccc1F)C1CCCCC1,2%,1.2,-28%,2.7,-7%,-12%,-1,-26%
COc1ccc(NC(=O)CN2CCC(NC(=O)C3CCCCC3)CC2)cc1,10%,-0.7,-1%,-1.6,4%,-8%,-2,2%
O=C(Nc1ccc(O)cc1)C1CC=CCC1 (stereo not given),-2%,-1.6,-9%,-1.2,4%,-4%,/,14%
COc1cccc(OCCCN2CCCCCC2)c1,2%,1.4,3%,-1.8,5%,-9%,1,17%
C=CCOC(=O)C1=C(C)NC(=O)NC1c1cc(Cl)cc(Cl)c1OC (stereo not given),-10%,-1.6,-1%,-2.0,-2%,3%,-4,-18%
Cc1ccccc1Cn1c(=O)n(CCC(=O)NCc2ccc3c(c2)OCO3)c(=O)c2ccccc21,0%,-3.1,-1%,-1.1,-3%,-6%,-3,12%
COc1cccc(C2=NOC(C(=O)Nc3ccc(C(C)=O)cc3)C2)c1 (stereo not given),10%,1.0,-17%,0.9,8%,-2%,/,-1%
CCCc1ccc(NS(=O)(=O)c2c(C)oc(C)c2C(=O)OC)cc1,0%,-0.1,-7%,2.5,10%,-9%,4,?
CC(=O)c1cccc(NC(=O)COC(=O)c2ccc3c(c2)OCCO3)c1,7%,2.7,8%,-6.9,11%,-6%,2,8%
CCCc1ccc(-c2cc(C(=O)N/N=C/c3ccc([N+](=O)[O-])o3)c3ccccc3n2)cc1,-7%,2.2,-8%,-3.7,-8%,-3%,3,-1%
CN(C)c1nc(C(=O)O)nc(N2CCOCC2)n1,1%,0.7,-19%,-1.7,10%,-2%,1,-2%
O=C(Cc1cccs1)NCCSc1c(-c2ccc(Cl)cc2)[nH]c2ccccc12,-1%,-3.8,-3%,-1.4,16%,-1%,4,-3%
Cc1cccc(C)c1N=Cc1c(C(F)(F)F)[nH][nH]c1=O,0%,-3.0,5%,1.2,-1%,-3%,2,-15%
O=C(CN1C(=O)C2CCCCC2C1=O)OCn1nnc2ccccc2c1=O (stereo not given),-2%,1.5,-22%[57.1 µM],-0.2,-8%,-13%,3,?
O=C(NN1CCCCCC1)c1ccccc1F,9%,-0.5,10%,0.8,-5%,-8%,-6,13%
CCc1ccccc1Nc1nc(N)nc(COC(=O)CCC(=O)c2ccc(F)cc2)n1,12%,3.1,-33%,2.2,16%,-10%,-3,-17%
O=C(NCCCCc1ccccc1)C12CN(Cc3ccccc3)CC1C(c1ccc([N+](=O)[O-])cc1)=NO2 (stereo not given),4%,-0.6,9%,0.3,-1%,1%,1,5%
Cc1cccc(C(=O)NCC(=O)OCc2cc(=O)n3ccsc3n2)c1,6%,-3.0,3%,-1.6,3%,-12%,-6,11%
COc1cccc(/C=N/NC(=O)CO/N=C(\C)c2cccs2)c1OC,-5%,1.6,2%[57.1 µM],1.6,6%,-3%,/,-9%
O=C(Nc1nnc(-c2cccc(F)c2)s1)Nc1ccccc1F,0%,-1.0,0%,-5.2,2%,-12%,1,-10%
O=C(NC1CCCCC1)c1cccc2c1C(=O)c1ccc(-c3ccc(OC(F)(F)F)cc3)cc1S2(=O)=O,4%,0.1,7%,-0.3,1%,-6%,1,6%
CCN(C(=O)CSc1nnc(-c2ccccc2)o1)c1c(N)n(Cc2ccccc2)c(=O)[nH]c1=O,-3%,0.4,0%,3.2,-3%,-1%,-25,-5%
Fc1ccc(/C=N/c2c(-c3ccc(F)cc3)nc3n2CCS3)cc1,10%,-0.6,-7%,1.3,-6%,-2%,1,-16%
O=C(CCS(=O)(=O)c1ccccc1)Nc1ccccc1F,6%,-1.9,1%,1.8,5%,?,2,-17%
COc1ccc(C(=O)Nc2ccc(CN3CCOCC3)cc2)cc1Br,5%,0.2,6%,-0.6,14%,-9%,3,-23%
Cc1noc(C)c1C(=O)N1CCC1(C)C(=O)NS(=O)(=O)c1ccc(Br)cc1 (stereo not given),-7%,-0.3,-9%,-0.1,0%,-11%,-2,-5%

# Compound activity as filed in PubChem.
